From PubChem
ARNT-TACC3 inh = disruptors of ARNT/TACC3 protein interaction, primary screen, biochemical, AlphaScreen, single concentration. Transforming acidic coiled-coil-containing protein 3 (Homo sapiens), Q9Y6A5. AlphaScreen His-ARNT PAS-B/GST-TACC3 binding, luminescence; TACC3 fragment carries E629A point mutation. inhibition, % at 9.99 µM. 0.66% of 390,000 active;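 active = mean inhibition of replicates at least 50% and at least half of replicates each reaching 50%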;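 also: 0% = complete ARNT plus TACC3 wells and 100% = ARNT alone without TACC3; many hits fall short of the cut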
esBAF inh = Bmi1 luciferase reporter increase in mESCs, primary screen, esBAF inhibitor project, mouse ES cells, Bmi1 luciferase knock-in, single point. AID 602393, 2012. reporter increase, % at 12.5 µM. 2% of 350,000 active. 24 h; 100% = twice the neutral-well signal; in the data active = activation above about 40%;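 also: 0% = median of the plate's neutral control wells and 100% = double that signal; a rise in the Bmi1 reporter signal indicates esBAF inhibition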
RAD54 inh = inhibitors of human RAD54 branch migration, primary screen, biochemical, fluorescence, single point; DNA repair and recombination protein RAD54-like (Homo sapiens), Q92698; RAD54 Holliday junction branch migration, FAM/BHQ fluorescence; inhibition, % at 10.4 µM; 0.14% of 360,000 active; AID 602329, 2012;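 active = mean normalized replicate activity at least 40 and at least half of replicates scoring 40 or more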;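 also: 0% = median of neutral control wells and 100% = median of positive control wells; inhibitors cause a drop in the FAM fluorescence signal; in these data hits start at about 50%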
Target sequence (Q92698 whole entry, looked up): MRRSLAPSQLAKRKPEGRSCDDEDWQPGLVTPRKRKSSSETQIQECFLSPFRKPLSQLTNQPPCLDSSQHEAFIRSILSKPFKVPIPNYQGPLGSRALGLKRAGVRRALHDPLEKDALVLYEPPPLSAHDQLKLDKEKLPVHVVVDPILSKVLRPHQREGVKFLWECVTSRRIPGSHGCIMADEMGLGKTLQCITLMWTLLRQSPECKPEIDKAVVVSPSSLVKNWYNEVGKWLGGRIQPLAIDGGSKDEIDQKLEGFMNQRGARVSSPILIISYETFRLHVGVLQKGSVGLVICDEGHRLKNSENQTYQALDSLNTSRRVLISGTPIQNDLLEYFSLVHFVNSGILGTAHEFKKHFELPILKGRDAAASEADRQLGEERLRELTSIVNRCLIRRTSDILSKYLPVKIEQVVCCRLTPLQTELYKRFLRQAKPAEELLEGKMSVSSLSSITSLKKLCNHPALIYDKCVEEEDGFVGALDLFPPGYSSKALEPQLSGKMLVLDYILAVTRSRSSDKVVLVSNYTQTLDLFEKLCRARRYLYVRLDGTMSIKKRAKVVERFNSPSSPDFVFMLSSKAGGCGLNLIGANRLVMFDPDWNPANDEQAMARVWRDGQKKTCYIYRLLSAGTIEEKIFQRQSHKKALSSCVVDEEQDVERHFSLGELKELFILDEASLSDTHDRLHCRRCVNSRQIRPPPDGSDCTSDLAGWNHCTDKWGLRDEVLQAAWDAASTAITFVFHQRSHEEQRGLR
The depositor's hits bear a star. This is a subset; rates above refer to the full screens.

Sample of the layout (two entries):
Results for CCCOC(=O)C1=C(C)NC2=C(C(=O)CC(C)(C)C2)C1c1ccc(N(C)C)cc1 (stereo unspecified) ?
ARNT-TACC3 inh: 0; esBAF inh: 5; RAD54 inh: -2

How did Cc1cccc(N2CCN(C(=O)C3CCN(S(=O)(=O)c4cccc5nsnc45)CC3)CC2C)c1 (stereo unspecified) do in these assays?
ARNT-TACC3 inh: 4; esBAF inh: -2; RAD54 inh: 7

All compounds of this part, from the first entry:
Results for CCCOC(=O)C1=C(C)NC2=C(C(=O)CC(C)(C)C2)C1c1ccc(N(C)C)cc1 (stereo unspecified) ?
ARNT-TACC3 inh: 0; esBAF inh: 5; RAD54 inh: -2

How did Cc1cccc(N2CCN(C(=O)C3CCN(S(=O)(=O)c4cccc5nsnc45)CC3)CC2C)c1 (stereo unspecified) do in these assays?
ARNT-TACC3 inh: 4; esBAF inh: -2; RAD54 inh: 7

Results for O=C(NCc1cccs1)c1cccc(N2CCCC2=O)c1 ?
ARNT-TACC3 inh: 0; esBAF inh: 3; RAD54 inh: 8

What do the screens show for `O=S(=O)(Nc1cccc2ncccc12)c1cccs1`?
ARNT-TACC3 inh: 58*; esBAF inh: 12; RAD54 inh: 4

How did Cc1[nH]n(-c2ccccc2)c(=O)c1C(C[N+](=O)[O-])c1ccccc1Cl (stereo unspecified) do in these assays?
ARNT-TACC3 inh: 33; esBAF inh: 8; RAD54 inh: 5

What do the screens show for `CCOC(=O)c1ccc(NC(=O)CN2C(=O)C(=O)N(CC(C)C)C2=O)cc1`?
ARNT-TACC3 inh: -9; esBAF inh: 5; RAD54 inh: -1

How did CN(C)CCCC(=O)c1ccc2c(c1)OCO2 do in these assays?
ARNT-TACC3 inh: -5; esBAF inh: -4; RAD54 inh: -2

What do the screens show for `CCc1ccc(C(=O)COC(=O)CNC(=O)c2cccs2)cc1`?
ARNT-TACC3 inh: -1; esBAF inh: -1; RAD54 inh: -1

What do the screens show for `Cc1cc(C)nc(Nc2n[nH]c(COc3ccccc3)n2)n1`?
ARNT-TACC3 inh: -5; esBAF inh: 5; RAD54 inh: 6

What do the screens show for `C=C(C)CSc1nc2ncccc2[nH]1`?
ARNT-TACC3 inh: -4; esBAF inh: 6; RAD54 inh: -5

How did Cc1cccc2c1Sc1ccccc1CC2=O do in these assays?
ARNT-TACC3 inh: 1; esBAF inh: 4; RAD54 inh: 0

Results for Cc1ccc(C)c(N2CCN(C(=O)c3ccc(Cn4c(=O)[nH]c5ccccc5c4=O)cc3)CC2)c1 ?
ARNT-TACC3 inh: 0; esBAF inh: 0; RAD54 inh: 6

How did COC(=O)C(O)(CC(=O)Nc1ccc(C)c(F)c1)C(F)(F)F (stereo unspecified) do in these assays?
ARNT-TACC3 inh: -12; esBAF inh: 9; RAD54 inh: 4

How did CCCCCC/C(C)=C1/SC(=S)NC1=O do in these assays?
ARNT-TACC3 inh: 3; esBAF inh: -7; RAD54 inh: -26

Results for Cc1ccc(S(=O)(=O)N/N=C2/CC(c3ccccc3)Oc3ccccc32)cc1 (stereo unspecified) ?
ARNT-TACC3 inh: 16; esBAF inh: 14; RAD54 inh: -6

How did O=c1cc(O)c(-c2ccccc2Cl)c(Cl)[nH]1 do in these assays?
ARNT-TACC3 inh: -24; esBAF inh: -11; RAD54 inh: -7

What do the screens show for `Nc1cccc2cnccc12`?
ARNT-TACC3 inh: 3; esBAF inh: 0; RAD54 inh: -6

How did CN(C)c1ccc(CNC23CN4CN(CN(C4)C2)C3)cc1 do in these assays?
ARNT-TACC3 inh: -5; esBAF inh: 2; RAD54 inh: -9

Results for Clc1ccc(C2=CSC3=Nc4cccc5cccc(c45)N23)cc1 ?
ARNT-TACC3 inh: -5; esBAF inh: -8; RAD54 inh: -6

How did N=C(N)SCc1nc2ccccc2c(=O)n1-c1ccccc1Cl do in these assays?
ARNT-TACC3 inh: -1; esBAF inh: 31; RAD54 inh: 3

Results for COc1ccc(OC)c(N(CC(=O)NCCSc2ccccc2)S(C)(=O)=O)c1 ?
ARNT-TACC3 inh: -1; esBAF inh: 5; RAD54 inh: 2

How did Cc1cc(=O)c2n(Cc3ccc(Cl)cc3)nc[n+]2[nH]1 do in these assays?
ARNT-TACC3 inh: -5; esBAF inh: 6; RAD54 inh: -5

Results for O=P(CCC(F)(F)F)(CCC(F)(F)F)CCC(F)(F)F ?
ARNT-TACC3 inh: -1; esBAF inh: -2; RAD54 inh: 7

Results for Cn1nnnc1SCC(=O)Nc1c(Cl)cccc1Cl ?
ARNT-TACC3 inh: -2; esBAF inh: -8; RAD54 inh: -5

How did CC(C)c1ccc(OCc2nc(-c3ccccn3)no2)c(Br)c1 do in these assays?
ARNT-TACC3 inh: -3; esBAF inh: 25; RAD54 inh: -4

What do the screens show for `Cc1ccc(-c2csc(NC(=O)c3cccc(N4C(=O)CCC4=O)c3)n2)o1`?
ARNT-TACC3 inh: -4; esBAF inh: 3; RAD54 inh: -5

What do the screens show for `Cc1ccc(C)c(Cn2c(=O)c3c(nc4n3CCN4Cc3ccco3)n(C)c2=O)c1`?
ARNT-TACC3 inh: -5; esBAF inh: 14; RAD54 inh: 0

What do the screens show for `Cn1c(=O)c2cc(S(=O)(=O)Nc3ccc4c(c3)OCO4)ccc2n(C)c1=O`?
ARNT-TACC3 inh: 11; esBAF inh: -16; RAD54 inh: -7

Results for O=C(c1ccc(Br)s1)N1CCN(Cc2ccc3c(c2)OCO3)CC1 ?
ARNT-TACC3 inh: -1; esBAF inh: -2; RAD54 inh: 2

What do the screens show for `COc1ccc(Cl)cc1S(=O)(=O)n1ccnc1C(C)C`?
ARNT-TACC3 inh: -11; esBAF inh: -1; RAD54 inh: -4

Results for c1ccc(COc2ccc(OCCCN3CCCCC3)cc2)cc1 ?
ARNT-TACC3 inh: -3; esBAF inh: 11; RAD54 inh: -1

How did COc1ccc(CC(=O)n2c(CC#N)nc3ccccc32)cc1OC do in these assays?
ARNT-TACC3 inh: -4; esBAF inh: -1; RAD54 inh: 1

Results for COC(=O)c1sccc1-c1ccc(C(=O)Nc2cccc(Cl)c2)o1 ?
ARNT-TACC3 inh: 5; esBAF inh: 51*; RAD54 inh: 4

Results for O=C(CCS(=O)(=O)c1ccc(Br)cc1)N1CCN(c2ccc(Cl)cc2)CC1 ?
ARNT-TACC3 inh: -7; esBAF inh: -10; RAD54 inh: -12

How did Cc1cc(C(=O)CSc2nnc(N)s2)c(C)n1-c1c(C)n(C)n(-c2ccccc2)c1=O do in these assays?
ARNT-TACC3 inh: -3; esBAF inh: -2; RAD54 inh: -2

Results for COc1cccc(NS(=O)(=O)c2ccc3[nH]cc(C(=O)NCCC(C)C)c(=O)c3c2)c1 ?
ARNT-TACC3 inh: 4; esBAF inh: 7; RAD54 inh: 6

What do the screens show for `COc1ccc(C(=O)CSc2nnc(COc3ccc(C#N)cc3)n2-c2ccccc2)cc1`?
ARNT-TACC3 inh: 15; esBAF inh: -3; RAD54 inh: 0

Results for COCCCNC(=O)c1ccccc1NS(C)(=O)=O ?
ARNT-TACC3 inh: 2; esBAF inh: -1; RAD54 inh: -1

How did O=C(NCc1ccc(N2CCCC2=O)cc1)c1cnccn1 do in these assays?
ARNT-TACC3 inh: -4; esBAF inh: 0; RAD54 inh: -7

Results for Cc1cc(=O)oc2c(CN3CCCCC3)c(O)c(Cl)cc12 ?
ARNT-TACC3 inh: 6; esBAF inh: 5; RAD54 inh: 1

How did COc1ccc(-c2c3c(=O)n(C)c(=O)n(C)c3cn2Cc2ccccn2)cc1 do in these assays?
ARNT-TACC3 inh: 12; esBAF inh: 10; RAD54 inh: 5

What do the screens show for `CC1CCCCN1Cc1nc2c(c(=O)n(C)c(=O)n2C)n1Cc1c(F)cccc1Cl` (stereo unspecified)?
ARNT-TACC3 inh: -3; esBAF inh: 5; RAD54 inh: 19

How did CC(=O)c1c(C(C)=O)c(C)n(-c2ccc(C(=O)O)cc2)c1C do in these assays?
ARNT-TACC3 inh: 0; esBAF inh: -3; RAD54 inh: 1

Results for Cc1nn(-c2ccccc2)c(C)c1/C=N/NC(=O)c1cc(-c2ccc(Cl)s2)[nH]n1 ?
ARNT-TACC3 inh: 12; esBAF inh: 19; RAD54 inh: 3

How did CCn1c(-c2cccc(Cl)c2)n[nH]c1=S do in these assays?
ARNT-TACC3 inh: -6; esBAF inh: -9; RAD54 inh: 0

What do the screens show for `N#CCC(CNc1ncc(C(F)(F)F)cc1Cl)OC(=O)c1ccc(Cl)cc1` (stereo unspecified)?
ARNT-TACC3 inh: -7; esBAF inh: -12; RAD54 inh: -4

Results for Cc1ccc(OCC(O)CN2C(=O)NC(C)(C)C2=O)cc1 (stereo unspecified) ?
ARNT-TACC3 inh: -7; esBAF inh: -1; RAD54 inh: -4

Results for Cc1ccc(-c2c(C)c(-c3ccc(F)cc3)nc(N)c2C#N)o1 ?
ARNT-TACC3 inh: -9; esBAF inh: -5; RAD54 inh: -9

What do the screens show for `COCCNC(=O)C1CCCN(c2nn3c(=O)cc(C)nc3s2)C1` (stereo unspecified)?
ARNT-TACC3 inh: -2; esBAF inh: 4; RAD54 inh: 9

How did C/C(Cl)=C/Cn1c(SCC(C)C)nc2c1c(=O)[nH]c(=O)n2C do in these assays?
ARNT-TACC3 inh: -4; esBAF inh: -2; RAD54 inh: -4

How did COCCCNC(=O)CN(c1ccc(OC)cc1)S(=O)(=O)c1ccc(NC(C)=O)cc1 do in these assays?
ARNT-TACC3 inh: 1; esBAF inh: -3; RAD54 inh: -10

What do the screens show for `Cc1ccccc1S(=O)(=O)Nc1cccnc1`?
ARNT-TACC3 inh: -7; esBAF inh: -2; RAD54 inh: -9

How did O=C1/C(=C/c2cccs2)SC(=S)N1c1ccccc1 do in these assays?
ARNT-TACC3 inh: -5; esBAF inh: 36; RAD54 inh: -4

How did Cc1ccc(C(c2nnnn2CC2CCCO2)N2CCN(C(=O)c3ccco3)CC2)cc1 (stereo unspecified) do in these assays?
ARNT-TACC3 inh: 2; esBAF inh: 1; RAD54 inh: -7

How did Cn1cccc1CNC(=O)Nc1ccc(Cl)cc1 do in these assays?
ARNT-TACC3 inh: -3; esBAF inh: 5; RAD54 inh: 4

How did CCc1c(C(=O)NCc2ccccc2Cl)[nH]c(C)c1C(C)=O do in these assays?
ARNT-TACC3 inh: -4; esBAF inh: 6; RAD54 inh: -7

What do the screens show for `COC(=O)C1=CNC=C(C(=O)OC)C1c1ccccc1Cl`?
ARNT-TACC3 inh: 0; esBAF inh: 0; RAD54 inh: -1

What do the screens show for `N#Cc1c2c(nc(N)c1-c1ccccc1)CCCCC2`?
ARNT-TACC3 inh: -1; esBAF inh: 2; RAD54 inh: 7

How did O=S(=O)(N1CCOCC1)N1CCCN(S(=O)(=O)N2CCOCC2)CC1 do in these assays?
ARNT-TACC3 inh: -1; esBAF inh: -7; RAD54 inh: -3

What do the screens show for `COC(=O)c1ccc(N2CCC(c3cc(-c4ccc(OC)cc4)n[nH]3)CC2)c([N+](=O)[O-])c1`?
ARNT-TACC3 inh: 6; esBAF inh: -3; RAD54 inh: -4

How did Cc1ccc(Sc2cnc3ccccc3n2)cc1 do in these assays?
ARNT-TACC3 inh: 1; esBAF inh: 66*; RAD54 inh: 11

Results for Cc1cc(C)c2c(N=CN(C)C)c(C(=O)N3CCN(c4ncccn4)CC3)sc2n1 ?
ARNT-TACC3 inh: -3; esBAF inh: 4; RAD54 inh: 6

What do the screens show for `Cc1ccc(S(=O)(=O)N(Cc2nccn2C)C(C)C)cc1`?
ARNT-TACC3 inh: -4; esBAF inh: -3; RAD54 inh: -3

What do the screens show for `O=C(COc1ccccc1)Nc1nc(-c2ccc(S(=O)(=O)N3CCOCC3)cc2)cs1`?
ARNT-TACC3 inh: -2; esBAF inh: 1; RAD54 inh: 1

How did CC(=O)Nc1ccc(S(=O)(=O)N2CCN(C)CC2)cc1 do in these assays?
ARNT-TACC3 inh: -4; esBAF inh: -11; RAD54 inh: -5

What do the screens show for `Cc1ccc(CCNC(=O)C2CCC(=O)N2C2CCCC2)cc1` (stereo unspecified)?
ARNT-TACC3 inh: -1; esBAF inh: -7; RAD54 inh: -15

Results for Cc1occc1C(=O)Nc1cccc(Cn2cccn2)c1 ?
ARNT-TACC3 inh: 9; esBAF inh: 10; RAD54 inh: 2

How did Cc1ccccc1N(CC(=O)Nc1ccccc1C(=O)O)S(C)(=O)=O do in these assays?
ARNT-TACC3 inh: 3; esBAF inh: 37; RAD54 inh: 0

How did Cc1cc2c(c(=O)n1C)C(Cc1ccccc1)C(C#N)=C(N)O2 (stereo unspecified) do in these assays?
ARNT-TACC3 inh: -12; esBAF inh: 50*; RAD54 inh: 13

Results for CC(C)c1nc(SCc2c(F)cccc2Cl)c2c(=O)n(C)c(=O)n(C)c2n1 ?
ARNT-TACC3 inh: -3; esBAF inh: 4; RAD54 inh: -3

Quoted from the listing for reference:
How did Cc1ccc(Sc2cnc3ccccc3n2)cc1 do in these assays?
ARNT-TACC3 inh: 1; esBAF inh: 66*; RAD54 inh: 11

Results for Cc1cc(C)c2c(N=CN(C)C)c(C(=O)N3CCN(c4ncccn4)CC3)sc2n1 ?
ARNT-TACC3 inh: -3; esBAF inh: 4; RAD54 inh: 6

What do the screens show for `Cc1ccc(S(=O)(=O)N(Cc2nccn2C)C(C)C)cc1`?
ARNT-TACC3 inh: -4; esBAF inh: -3; RAD54 inh: -3

What do the screens show for `O=C(COc1ccccc1)Nc1nc(-c2ccc(S(=O)(=O)N3CCOCC3)cc2)cs1`?
ARNT-TACC3 inh: -2; esBAF inh: 1; RAD54 inh: 1
